# Screening results from PubChem BioAssay.
# GPR55 beta-arrestin: GPR55 agonists via beta-arrestin recruitment, primary screen, imaging, U2OS cells, beta-arrestin-GFP redistribution (AID 1961); one-dose activation, % at 10 µM; EC50 in µM for titrated hits; 290,000 compounds, 0.048% hits; U2OS GPR55 beta-arrestin-GFP redistribution imaging; higher % means a stronger effect;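 active = activation above 40% with more than 50 cells counted in the well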;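 also: U2OS osteosarcoma cells stably expressing GPR55 and beta-arrestin-GFP; plate controls were DMSO negative control for no effect and LPI positive control for full effect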
# GPR55 antagonists: GPR55 antagonists blocking LPI-driven arrestin recruitment, primary screen, imaging, U2OS, beta-arrestin-GFP, LPI agonist (AID 2013). inhibition, % at 10 µM; hits with a dose series show IC50 in µM. U2OS GPR55 beta-arrestin-GFP translocation imaging, LPI antagonism; higher % means a stronger effect. 290,000 compounds, 0.13% hits;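 active = spots per cell inhibited over 60%, with over 100 cells counted and total cytoplasm intensity under 500,000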;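 also: U2OS cells stably carrying GPR55 and arrestin-GFP stimulated by 5 µM LPI near EC80; imaged beta-arrestin-GFP aggregate spots per cell after agonist stimulation; plate controls were LPI-stimulated DMSO wells for no effect and DMSO wells without LPI for full effect; some results filed as inactive read as strong as hits; confirmed hits need IC50 under 10 µM and bright autofluorescent wells are also inconclusive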
# Large T inhibition: TAg ATPase/helicase activity blockers – biochemical (AID 1903) | one-dose inhibition, % at 20 µM; IC50 in µM for titrated hits | SV40 large T antigen ATPase/helicase inhibition assay; higher % means a stronger effect | 310,000 compounds, 0.39% hits; in the data active = a potency from the dose series; also: strong numbers were not always called active
# KOR beta-arrestin-1: kappa opioid receptor activators – cell-based, luminescence, uHTS, primary screen (AID 1777); KOR beta-arrestin recruitment, luminescence; higher % means a stronger effect; 280,000 compounds, 0.02% hits; activation, % at 10 µM; hits with a dose series show EC50 in µM; in the data active = activation above about 50%, passing the limit was not always enough; also: a part of the inactive calls stands beside numbers as strong as those of hits
# KOR beta-arrestin-2: kappa opioid receptor blockers – cell-based, luminescence, uHTS (AID 1778); KOR beta-arrestin recruitment, luminescence, antagonist mode; higher % means a stronger effect; inhibition, % at 10 µM, or IC50 in µM where a hit was titrated; 290,000 compounds, 0.091% hits; also: strong numbers were not always called active
# NOD1 inhibition: inhibition of NOD1-driven NF-kB reporter – cell-based, luminescence, uHTS, primary screen (AID 1578); one-dose inhibition, % at 4 µM; EC50 in µM for titrated hits; NOD1-driven NF-kB luciferase reporter cells, luminescence; higher % means a stronger effect; 290,000 compounds, 1% hits; in the data active = inhibition mostly above about 36%, no sharp cut-off; inactive = mostly below about 34%;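 also: HEK-293T reporter cells stimulated with the NOD1 agonist gamma-tri-DAP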
# Rac1 GTP hydrolysis: MgcRacGAP GTPase-activating activity inhibitors, confirmation, biochemical, ADP Hunter fluorescence; MgcRacGAP-stimulated Rac1 GTP hydrolysis, ADP Hunter fluorescence; higher % means a stronger effect; GST-tagged Rac1 F28L mutant substrate; inhibition, % at 30 µM; hits with a dose series show IC50 in µM; 340,000 compounds, 0.6% hits; AID 624330;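 active = first-screen hits whose inhibition reached a set limit at any dose in the follow-up dose series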;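 also: fluorescence reports GDP produced by GAP-driven GTP hydrolysis; strong numbers were not always called active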
# HIV peptide binding: inhibitors of HIV fusion peptide binding, primary screen, biochemical, uHTS, fluorescence dequenching (AID 1986) | cell-free peptide binding, fluorescence dequenching, 30 min; higher % means a stronger effect | inhibition, % at 20 µM; hits with a dose series show IC50 in µM | 290,000 compounds, 0.3% hits; in the data active = inhibition mostly above about 52%, no sharp cut-off; inactive = mostly below about 76%; also: some results filed as inactive read as strong as hits
# NOD2 inhibition: NOD2 signaling inhibitors, cell-based, luminescence, uHTS, HEK293 (AID 1566) | inhibition, % at 4 µM, or EC50 in µM where a hit was titrated | 290,000 compounds, 0.63% hits | HEK293 NOD2/NF-kB luciferase reporter, luminescence; higher % means a stronger effect; also: many of its hits are not listed in these tables
# Active calls of the source: *; . = not tested or not shown; [ ] = another dose, or the depositor's remark. Rule as the data show it, unless noted: active = inhibition above about 50%; inactive = the rest. This is a subset. The share of hits here may be higher or lower than overall.
item	structure	GPR55 beta-arrestin	GPR55 antagonists	Large T inhibition	KOR beta-arrestin-1	KOR beta-arrestin-2	NOD1 inhibition	Rac1 GTP hydrolysis	HIV peptide binding	NOD2 inhibition
1	COc1ccc(CNC(=O)C(NC(C)=O)C(=O)Nc2ccc(C(C)C)cc2)cc1 (stereo not drawn)	-0.3%	-2%	-1%	-3.7%	-1%	-34%	-1%	0.8%	8%
2	COc1ccccc1NC(=S)c1ccccc1	-0.4%	6%	4%	0.1%	-2%	-31%	8%	-0.4%	-7%
3	CCn1ncc2c(OCc3ccc(C#N)cc3)cc(C)nc21	0.6%	5%	6%	5.3%	-3%	2%	-1%	0.0%	2%
4	Cc1cc(OCc2nc(-c3cccnc3)no2)c(C)cc1Br	-0.2%	-11%	17%	38%	-58%	5%	12%	1.0%	4%
5	COC(=O)c1ccc(NC2=CC(=O)CC(C)(C)C2)cc1	0.3%	9%	27%	-2.3%	28%	4%	5%	-0.5%	14%
6	COc1cc2c3c(c1OC)C1(C=CC(=NNC(N)=O)C=C1)CC3N(C(C)=O)CC2 (stereo not drawn)	0.2%	-8%	2%	7.2%	-11%	-9%	7%	-0.5%	8%
7	Cc1cc(C)n(CC(=O)n2c3c(c4ccccc42)CCCC3)n1	-0.4%	3%	-1%	1.8%	-47%	5%	5%	-0.2%	-35%
8	CC(CC(=O)Nc1cc(C(F)(F)F)ccc1Cl)c1ccccc1 (stereo not drawn)	0.0%	1%	-2%	-0.3%	16%	-16%	5%	-0.7%	10%
9	Cc1n[nH]c(C)c1CCC(=O)N/N=C/c1c(C)[nH]c2ccccc12	0.0%	13%	21%	-4.5%	16%	2%	16%	-1.4%	19%
10	Cn1nc(/C=C/c2ccccc2)ccc1=O	0.0%	9%	0%	-2.0%	15%	-56%	12%	-1.0%	-23%
11	COc1ccccc1C(=O)NNC(=O)c1ccccc1Br	0.2%	-4%	20%	-6.6%	0%[20 µM]	-22%	13%	0.8%	4%
12	Cc1ccc(C23CC4CC(CC(NC(=O)NN)(C4)C2)C3)cc1	1.3%	-9%	.	0.0%	3%	-6%	8%	0.3%	-8%
13	COc1ccc(CNC(=O)CCc2nc3cc(S(=O)(=O)N(C)C)ccc3n2C)cc1OC	0.0%	14%	-7%	-6.7%	-1%	-30%	-2%	-1.4%	3%
14	O=C(CN1C(=O)CC(c2ccco2)Sc2ccccc21)NC1CCCCC1 (stereo not drawn)	-0.1%	20%	12%	-2.8%	3%	-4%	7%	0.7%	2%
15	CCN1CCN(C(=O)c2cc3cc(Cl)ccc3[nH]2)CC1	0.4%	-7%	26%	1.6%	-19%	-8%	12%	2.4%	-14%
16	CC(C)(C)c1ccc(SCCc2ccccn2)cc1	0.6%	-7%	7%	1.2%	1%	-4%	8%	-0.8%	22%
17	N#CC1=C2C=Cc3ccccc3N2CCCC1=O	-0.2%	1%	15%	3.2%	-18%	-62%	7%	-2.2%	-41%
18	COc1ccc(-n2nnnc2SCC(=O)N2C(C)CCCC2C)c(OC)c1 (stereo not drawn)	0.4%	6%	4%	-4.8%	-22%	-7%	-4%	-1.8%	13%
19	COc1ccc(-c2c(NCCc3ccccc3)c(=O)c2=O)cc1	-0.1%	2%	13%	-6.9%	2%	-7%	7%	3.9%	14%
20	O=C(/C(=C/O)N=Nc1ccccc1)c1ccco1	0.2%	-10%	10%	-5.4%	8%	-19%	7%	-4.5%	13%
21	COCCn1c(=O)[nH]c2cc(C(=O)NCCc3ccc(S(N)(=O)=O)cc3)ccc2c1=O	0.6%	11%	11%	-1.6%	6%	-13%	6%	0.9%	9%
22	O=C(Nc1ccc(S(=O)(=O)N2CCCC2)cc1Cl)C1=COCCO1	0.3%	1%	28%	-3.7%	16%	4%	6%	-1.7%	8%
23	N#C/C(=C(/O)c1ccco1)c1nc2ccccc2[nH]1	0.6%	23%	10%	-1.9%	5%	-68%	1%	-0.2%	-34%
24	CCCCOC(=O)Cn1c(=O)c2c(nc(Br)n2Cc2ccccc2)n(C)c1=O	-0.1%	15%	1%	-5.3%	4%	-13%	5%	-3.1%	5%
25	CCCc1c(O)nc(SC2CC(=O)N(c3ccc(OC)cc3)C2=O)[nH]c1=O (stereo not drawn)	0.5%	0%	12%	1.9%	24%	-10%	6%	0.7%	9%
26	Fc1ccc(C(Nc2ccccn2)c2c[nH]c3ccccc23)cc1 (stereo not drawn)	-0.3%	4%	16%	1.7%	-3%	-13%	5%	-1.1%	13%
27	O=C(COc1ccc(Cl)cc1)NCc1nnc(SCC(=O)N2CCCC2)o1	0.9%	-3%	-2%	-5.0%	8%	-29%	9%	-0.4%	8%

# Filtered by structure: the entries above with an aryl methoxy group (eight)
item	structure	GPR55 beta-arrestin	GPR55 antagonists	Large T inhibition	KOR beta-arrestin-1	KOR beta-arrestin-2	NOD1 inhibition	Rac1 GTP hydrolysis	HIV peptide binding	NOD2 inhibition
1	COc1ccc(CNC(=O)C(NC(C)=O)C(=O)Nc2ccc(C(C)C)cc2)cc1 (stereo not drawn)	-0.3%	-2%	-1%	-3.7%	-1%	-34%	-1%	0.8%	8%
2	COc1ccccc1NC(=S)c1ccccc1	-0.4%	6%	4%	0.1%	-2%	-31%	8%	-0.4%	-7%
6	COc1cc2c3c(c1OC)C1(C=CC(=NNC(N)=O)C=C1)CC3N(C(C)=O)CC2 (stereo not drawn)	0.2%	-8%	2%	7.2%	-11%	-9%	7%	-0.5%	8%
11	COc1ccccc1C(=O)NNC(=O)c1ccccc1Br	0.2%	-4%	20%	-6.6%	0%[20 µM]	-22%	13%	0.8%	4%
13	COc1ccc(CNC(=O)CCc2nc3cc(S(=O)(=O)N(C)C)ccc3n2C)cc1OC	0.0%	14%	-7%	-6.7%	-1%	-30%	-2%	-1.4%	3%
18	COc1ccc(-n2nnnc2SCC(=O)N2C(C)CCCC2C)c(OC)c1 (stereo not drawn)	0.4%	6%	4%	-4.8%	-22%	-7%	-4%	-1.8%	13%
19	COc1ccc(-c2c(NCCc3ccccc3)c(=O)c2=O)cc1	-0.1%	2%	13%	-6.9%	2%	-7%	7%	3.9%	14%
25	CCCc1c(O)nc(SC2CC(=O)N(c3ccc(OC)cc3)C2=O)[nH]c1=O (stereo not drawn)	0.5%	0%	12%	1.9%	24%	-10%	6%	0.7%	9%
